HePTP inhibitor – blocks human HePTP tyrosine phosphatase; P35236; recombinant HePTP phosphatase activity, OD absorbance; actives 0.64% (n = 110,000); inhibition, % at 20 µM; in the data active = inhibition above about 50%;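 note: plate controls were vehicle for no effect and reference inhibitor for full effect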
BAP1 block – blocks human BAP1 ubiquitin-AMC hydrolysis | activity remaining (% of control), % at 20 µM | recombinant BAP1, Ub-AMC hydrolysis fluorescence kinetic; stronger effect = lower value | AID 436 | actives 0.48% (n = 72,000);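 active = activity remaining at or below 50% of control, provided the compound also passes the data quality filters; inactive = the rest, including low values that fail the filters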;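 note: 100% = DMSO wells rate and 0% = substrate alone blank rate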
* = called active by the depositor; / = not tested or not shown.

SMILES | HePTP inhibitor | BAP1 block
CCOC(=O)C(NCc1ccc2c(c1)OCO2)(NC(=O)CC)C(F)(F)F (stereo not drawn) | 1.3 | 100.0
COc1ccc(C2C(C(=O)Nc3ccc(F)cc3)=C(C)Nc3nc(CCCO)nn32)cc1 (stereo not drawn) | 3.1 | 88.6
Cc1ccc(S(=O)(=O)N2CCCC(C(=O)O)C2)s1 (stereo not drawn) | 6.6 | 96.1
CC(O)CCc1nc2ccc(C(=O)O)cc2[nH]1 (stereo not drawn) | 6.7 | 108.1
Cc1cccc2cc(CN(Cc3cccs3)C(c3nnnn3C3CCCC3)C(C)C)c(=O)[nH]c12 (stereo not drawn) | -5.0 | 57.3
COc1ccc(-c2nnc(-c3ccc(Cl)cc3)o2)cc1 | 8.0 | /
O=C(CSc1nnc(CN2CCOCC2)n1-c1ccccc1)Nc1ccc(Cl)cc1 | 7.4 | 95.0
Cc1[nH]n(-c2ccccc2)c(=O)c1C(c1c(Cl)cccc1Cl)c1c(C)[nH]n(-c2ccccc2)c1=O | 10.5 | /
O=C(O)c1cc2c([nH]c1=O)CCCC2 | 6.6 | 80.4

Random excerpt: 4 entries already listed, in no set order.
SMILES | HePTP inhibitor | BAP1 block
CC(O)CCc1nc2ccc(C(=O)O)cc2[nH]1 (stereo not drawn) | 6.7 | 108.1
Cc1ccc(S(=O)(=O)N2CCCC(C(=O)O)C2)s1 (stereo not drawn) | 6.6 | 96.1
Cc1[nH]n(-c2ccccc2)c(=O)c1C(c1c(Cl)cccc1Cl)c1c(C)[nH]n(-c2ccccc2)c1=O | 10.5 | /
CCOC(=O)C(NCc1ccc2c(c1)OCO2)(NC(=O)CC)C(F)(F)F (stereo not drawn) | 1.3 | 100.0

Screening results from PubChem.
